Assay outcomes as filed in PubChem.
Mtb RmlCD inh: M. tuberculosis RmlC/RmlD coupled enzyme inhibitors, primary screen, biochemical, compound mixtures, 384-well, from 1536-well plates; inhibition, % at 3.6 µM; RmlC+RmlD coupled enzyme assay, percent inhibition; primary screen in compound mixtures; 0.03% of 160,000 active; dTDP-4-dehydrorhamnose reductase (Mycobacterium tuberculosis (strain ATCC 25618 / H37Rv)) …; AID 1533, 2009; in the data active = inhibition mostly above about 34%, no sharp cut-off; note: some results filed as inactive read as strong as hits
Target sequence (P9WH09 whole entry, looked up): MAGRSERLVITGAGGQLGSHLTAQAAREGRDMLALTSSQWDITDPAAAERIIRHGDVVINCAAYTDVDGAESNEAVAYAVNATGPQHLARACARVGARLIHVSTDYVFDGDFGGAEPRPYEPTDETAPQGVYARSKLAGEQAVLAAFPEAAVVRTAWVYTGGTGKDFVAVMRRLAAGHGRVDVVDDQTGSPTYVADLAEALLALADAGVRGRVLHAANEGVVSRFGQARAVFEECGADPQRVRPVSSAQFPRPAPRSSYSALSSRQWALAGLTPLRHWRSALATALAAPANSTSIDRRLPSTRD
Target sequence (P9WH11 whole entry, looked up): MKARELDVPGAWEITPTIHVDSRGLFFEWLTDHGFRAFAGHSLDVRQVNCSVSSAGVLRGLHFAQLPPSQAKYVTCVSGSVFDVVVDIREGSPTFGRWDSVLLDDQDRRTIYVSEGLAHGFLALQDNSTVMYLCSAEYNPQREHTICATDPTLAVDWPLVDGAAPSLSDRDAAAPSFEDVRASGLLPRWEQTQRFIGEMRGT
GlmU inhibition: inhibition of mycobacterial GlmU enzyme – biochemical, glucosamine-1-phosphate acetyltransferase (AID 1376). inhibition, %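 (tested at 30 µM in the primary screen)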, or IC50 in µM where a hit was titrated. M. tuberculosis GlmU acetyltransferase enzyme assay; higher % means a stronger effect. Bifunctional protein GlmU (Mycobacterium tuberculosis (strain ATCC 25618 / H37Rv)). 0.25% of 220,000 active; in the data active = inhibition above about 13%;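 note: 0% = complete reaction with vehicle and 100% = reaction without substrate; strong numbers were not always called active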
Starred values were filed as active, the others as inactive; x = no result given.

SMILES | Mtb RmlCD inh | GlmU inhibition
CCOC(=O)C(=O)Nc1ccc(S(=O)(=O)N2CCOCC2)cc1OC | -10 | 0.4%
Cc1oc(-c2cccc(C(F)(F)F)c2)nc1CN1CCN(c2ccccn2)CC1 | 15 | 3.2%
C(=C\c1ccncc1)/c1ccccc1 | -13 | -4.7%
N#CC1CN(C(c2ccccc2)c2ccccc2)C1 | -2 | 5.8%
CSc1nc(N(C)C)nc(N(C#N)CCOC(C)=O)n1 | -8 | 7.1%
COc1ccccc1NS(=O)(=O)/C=C/c1ccccc1 | x | 2.0%
CCCc1nc([N+](=O)[O-])c(S(=O)(=O)c2ccccc2)n1CC(C)C | 5 | 2.6%
COc1ccc(OCCOCC(O)CN2CCOCC2)cc1 (stereo not drawn) | x | 6.7%
CN(C)/C=C1\C(=O)Nc2ccccc21 | x | -0.7%
CC(=O)C1=C(C)N(Cc2ccccc2)C(=O)N[C@H]1CCc1ccccc1 | x | -0.9%
CCN1C(=O)/C(=C2/C=Cc3ccccc3N2C)OC1=S | x | -0.1%
CN1CCN(c2ccc([N+](=O)[O-])c(Sc3ccccn3)c2)CC1 | -10 | 6.1%
Cc1cccc(NC(=O)c2ccc(NCC3CCCO3)c([N+](=O)[O-])c2)c1 (stereo not drawn) | x | 0.5%
Nc1c(C(=O)NCc2ccccc2)c2nc3ccccc3nc2n1CCCN1CCOCC1 | x | 1.4%
COc1ccc(CNC(=O)c2sc(=S)n(-c3ccc(OC)cc3)c2N)cc1 | 0 | -3.8%
O=C(NC1CC2CCC(C1)N2C(=O)NC1CCCCC1)NC12CC3CC(CC(C3)C1)C2 (stereo not drawn) | x | 7.7%
O=C(COc1ccccc1Cl)Nc1ccc(CN2CCCCC2)cc1 | -4 | 0.4%
Brc1ccc(Nc2nc(-c3cccnc3)cs2)cc1 | -7 | -1.9%
O=C(COc1ccc(-c2nnco2)cc1)NC1CCCc2ccccc21 (stereo not drawn) | x | -1.5%
Nc1nc(NCC2CCCO2)nc(Nc2ccc(Cl)cc2)c1[N+](=O)[O-] (stereo not drawn) | -8 | 1.8%
CCOC(=O)Cn1nc(C)n(-c2ccccc2)c1=O | 13 | -0.1%
Cc1cc(C)nc(SCCS(=O)(=O)Cc2ccccc2)n1 | x | 1.4%
O=C(NCc1cccs1)C1CCN(C(=O)NCc2ccccc2)CC1 | x | -2.5%
CCc1nnc(NC(=O)c2ccc(OC)cc2OC)s1 | 5 | 3.7%
O=C(COC(=O)c1ccccn1)Nc1cc(Cl)ccc1Cl | 1 | -0.9%
CC(=O)N1C(=O)N(C)C2C1N(C(C)=O)C(=O)N2C (stereo not drawn) | 69 | -0.3%
COC(=O)CN1C(=S)N(c2ccccc2)C(=O)C1CC(=O)Nc1ccc(Cl)cc1 (stereo not drawn) | 5 | 2.9%
COc1ccccc1NC1=C(NC(C)=O)C(=O)c2ccccc2C1=O | -4 | 0.2%
Cc1ccc(S(=O)(=O)N(C)C)cc1NC(=O)COc1ccc(-c2nnco2)cc1 | x | 2.5%
COc1ccccc1N1CCN(C(=O)CSc2ncnc3c2cnn3-c2ccc(C)c(C)c2)CC1 | 29 | 2.5%

Reprinted at random: 2 compounds from above.
SMILES | Mtb RmlCD inh | GlmU inhibition
COc1ccccc1NC1=C(NC(C)=O)C(=O)c2ccccc2C1=O | -4 | 0.2%
Cc1ccc(S(=O)(=O)N(C)C)cc1NC(=O)COc1ccc(-c2nnco2)cc1 | x | 2.5%

Remaining list, next part:
SMILES | Mtb RmlCD inh | GlmU inhibition
CCCCCCSC1=C(C#N)C(c2ccc(C)o2)CC(=O)N1 (stereo not drawn) | -4 | 1.8%
N=c1n(CCN2CCCC2)c2ccccc2n1CC(O)c1ccc(Cl)c(Cl)c1 (stereo not drawn) | 11 | -11%
COC(=O)C1=C(c2ccccc2)C[C@@H]2CC[C@H]1N2C(=O)NCCCOC(C)C | x | 3.3%
CCC(C)N1C(=O)S/C(=C/c2ccc(Sc3nc4ccccc4[nH]3)o2)C1=O (stereo not drawn) | 14 | 6.5%
C/C(=N\NC(=O)c1csc(C)c1C)c1ccc(Cl)s1 | -5 | -1.6%
COc1ccc(-c2csc(NC(=O)COC(=O)Cc3ccccc3)n2)cc1OC | -11 | 6.2%
Cc1c(NS(=O)(=O)c2ccc(N3CCCCC3)c([N+](=O)[O-])c2)c(=O)n(-c2ccccc2)n1C | 8 | -7.9%
Cc1ccc(Cl)cc1N1CCN(Cc2cc(=O)n3ccsc3n2)CC1 | x | 0.0%
Cc1cc(C)cc(N(CC(=O)N2CCOCC2)S(=O)(=O)c2ccccc2)c1 | x | -7.1%
COc1ccc(CN(C(=O)c2ccco2)c2ccc(C)cc2)cc1OC | 3 | 2.9%

Overlap with the part before: four entries; new compounds follow.
SMILES | Mtb RmlCD inh | GlmU inhibition
Cc1c(NS(=O)(=O)c2ccc(N3CCCCC3)c([N+](=O)[O-])c2)c(=O)n(-c2ccccc2)n1C | 8 | -7.9%
Cc1ccc(Cl)cc1N1CCN(Cc2cc(=O)n3ccsc3n2)CC1 | x | 0.0%
Cc1cc(C)cc(N(CC(=O)N2CCOCC2)S(=O)(=O)c2ccccc2)c1 | x | -7.1%
COc1ccc(CN(C(=O)c2ccco2)c2ccc(C)cc2)cc1OC | 3 | 2.9%
CCN(CC)c1cc(C)c2cc(NC(=O)c3ccc(Br)o3)ccc2n1 | x | 1.4%
CCN(CC)S(=O)(=O)c1ccc2c(c1)c(=O)c(C(=O)N1CCOCC1)cn2C | 10 | 3.7%
O=C(N[C@H]1CC1c1ccccc1)c1ccc([N+](=O)[O-])cc1 (stereo partly drawn) | 9 | -1.6%
O=C(Nc1nnc(/C=C/c2ccccc2)s1)c1ccco1 | 2 | 7.0%
COc1ccc(-c2cc(C(=O)NCc3cn(C)nc3C)c3ccccc3n2)cc1OC | x | -3.4%
CCC(C)NCCOCCOc1ccc(Br)cc1 (stereo not drawn) | 4 | 0.8%
CCOC(=O)CN(C(=O)CSc1nnc(-c2ccc(OC)c(OC)c2)o1)c1ccc(F)cc1 | -7 | -1.4%
CCC(C)[C@H](NC(=O)Nc1ccccc1F)C(=O)OC (stereo partly drawn) | x | 5.1%
COc1ccc(-c2nc(C#N)c(NCc3ccccc3Cl)o2)cc1OC | 9 | 0.8%
Cc1[nH][nH]c(=O)c1C(c1ccc(-c2ccc(F)cc2)o1)c1c(C)[nH][nH]c1=O | 6 | -5.3%
COc1ccc(CCNc2cc(C)nc3c(-c4ccccc4)cnn23)cc1OC | -2 | 3.5%
CN(C)S(=O)(=O)Oc1ccsc1C(=O)Nc1ccc(Cl)cc1 | 2 | -4.6%
Cc1nccn1Cc1cccc2ccccc12 | 6 | x
CCOC(=O)c1c(NC(=O)C2CCN(S(=O)(=O)c3ccc(Cl)cc3)CC2)sc2c1CCCC2 | 6 | -5.0%
O=c1c(F)cn(C2CCCO2)c(=O)n1Cc1ccccc1F (stereo not drawn) | x | -3.7%
O=C(C1CCCCC1)N1CCN(S(=O)(=O)c2ccc(Br)cc2)CC1 | 9 | -0.8%
COC(=O)c1ccc(CN2CCC(CO)(Cc3ccccc3Cl)CC2)cc1 | -2 | -3.5%
CCCn1c2ccccc2c2nnc(SC(CC)C(=O)Nc3sc4c(c3C#N)CCCC4)nc21 (stereo not drawn) | x | 2.8%
Cc1ccc(CCN2CC(C(=O)NCCN3CCCCCC3)CC2=O)cc1 (stereo not drawn) | 83 | -12%
COc1ccc(C2c3c(ncn(CCCN4CCOCC4)c3=N)Oc3ccc4ccccc4c32)cc1OC (stereo not drawn) | x | -12%
COc1ccc(N(C)S(=O)(=O)c2cccc(C(=O)Nc3nnc(C4CC4)s3)c2)cc1 | -1 | -3.7%
O=C(COC(=O)C1=COCCO1)NCCCc1ccccc1 | x | 4.0%
Cc1nc2ccccc2n1CC(=O)NCc1ccccc1 | -9 | 2.0%
CC(=O)NNS(=O)(=O)c1ccccc1[N+](=O)[O-] | -11 | -0.3%
COc1ccc(NC(=O)Cc2cccc(F)c2)cc1S(=O)(=O)Nc1ccccc1Cl | x | -2.6%
CCc1cccc(NC(=O)NC2CCCCC2)c1 | 5 | 0.8%
O=C(NNC(=O)C(c1ccccc1)c1ccccc1)c1cccs1 | 9 | 0.2%
COCCOC(=O)C1=C(C)N(Cc2ccccc2)C(=O)NC1c1cccc(OC)c1OC (stereo not drawn) | 13 | 9.5%
COc1ccccc1/C=C/C(=O)NNC(=O)c1cccs1 | -4 | -3.3%
CN1C(=O)C(=Cc2ccccc2Oc2ccc(Cl)cc2)C(=O)N(C)C1=O | 20 | 0.5%
COC(=O)c1cc(OC)c(OC)cc1NC(=O)c1c(-c2ccccc2)noc1C | x | 3.1%
COC(=O)C1C(c2ccc(Br)cc2)Nc2nnc(C(F)(F)F)n2C1(C)O (stereo not drawn) | 10 | -4.7%
CCOC(=O)c1oc2nc3c(cc2c1N)CCCC3 | x | 7.0%
Cc1cc(Nc2ccccc2)c2c([N+](=O)[O-])c(C)cc(C)c2n1 | x | -3.1%
CCNc1nc(NC(C)C)nc(OCC)n1 | x | -1.1%
CCOC(=O)c1cnc2c(C(=O)OCC)cnn2c1N | -8 | 3.6%
CCOc1ccc(N=CC2=C(O)CC(c3ccco3)CC2=O)cc1 (stereo not drawn) | -7 | -0.2%
Cc1ccc(N2C(=O)c3cccc([N+](=O)[O-])c3C2=O)cc1C | x | 1.0%
O=C1c2ccccc2CN1CCNC(=S)NC1CCCCC1 | -5 | 3.8%
Cc1ccc(/C=N/NC(=O)CSc2nc3ccccc3n2C)s1 | x | 3.9%

Complete entries, looked up by structure. Values in the order: Mtb RmlCD inh | GlmU inhibition
Entry for CCc1nnc(NC(=O)c2ccc(OC)cc2OC)s1 = 5 | 3.7%
Entry for Cc1cc(C)nc(SCCS(=O)(=O)Cc2ccccc2)n1 = x | 1.4%
Entry for CSc1nc(N(C)C)nc(N(C#N)CCOC(C)=O)n1 = -8 | 7.1%
Entry for O=C(NCc1cccs1)C1CCN(C(=O)NCc2ccccc2)CC1 = x | -2.5%
Entry for O=C(COC(=O)C1=COCCO1)NCCCc1ccccc1 = x | 4.0%

A different layout for part of the listing above:
Values in the order – Mtb RmlCD inh | GlmU inhibition
CCOC(=O)c1oc2nc3c(cc2c1N)CCCC3
 : x | 7.0%
Cc1cc(Nc2ccccc2)c2c([N+](=O)[O-])c(C)cc(C)c2n1
 : x | -3.1%

Additional entries follow:
SMILES | Mtb RmlCD inh | GlmU inhibition
CN1C(=O)c2ccccc2C(C(=O)O)C1c1cn(C)c2ccccc12 (stereo not drawn) | 9 | 1.5%
Cn1c2ccccc2c2nnc(NN)nc21 | -5 | 1.2%
O=C(COC(=O)CNC(=O)C1CCCCC1)Nc1ccc(Cl)cc1F | 14 | -1.3%
CC(C)(C)NC(=O)CSc1nnc(Cc2ccc3c(c2)OCO3)n1C1CCCCC1 | 10 | 3.3%
COc1ccccc1C(=O)NC1CCCCCCC1 | x | -1.3%
CCCCSc1nc(SCC(=O)NCc2ccco2)c2c3c(sc2n1)COC(C)(CC)C3 (stereo not drawn) | x | -1.3%
Cc1nc(NC(=O)COC(=O)C2=NNC(=O)CC2)c(Cl)cc1Cl | -14 | -0.4%
CCC(C)(C)NC(=O)C(c1ccc(O)cc1)N(CCOC)C(=O)CCC(=O)Nc1nccs1 (stereo not drawn) | 2 | 4.0%
Cc1onc(NC(=O)CSCC(=O)O)c1Br | x | -2.8%
COc1ccc(C)cc1NC(=O)C(Sc1nnnn1C)c1ccccc1 (stereo not drawn) | x | -2.0%
CS(=O)(=O)NN1C(=O)c2ccccc2NC1c1cccc2cccnc12 (stereo not drawn) | x | -4.7%
Cn1c(=NC(=O)COc2ccccc2)sc2ccccc21 | -5 | 3.9%
Cn1nnnc1SCC(=O)Nc1ccccc1[N+](=O)[O-] | -7 | -1.6%
CC1=C(C(=O)OC2CCCC2)C(c2ccc(C)o2)C2=C(CC(c3cccs3)CC2=O)N1 (stereo not drawn) | 8 | 3.4%
Cc1cc(NC(=O)Nc2cccc(C(F)(F)F)c2)no1 | x | 0.5%
O=[N+]([O-])c1ccc(/C=C/c2nc3ccc([N+](=O)[O-])cc3[nH]2)cc1 | 6 | -5.0%
CCOC(=O)/C(=C\C=C1/Sc2ccccc2N1CC)C(C)=O | x | -3.4%
CS(=O)(=O)c1ccc2nnn(OCC(=O)Nc3cccc(C#N)c3)c2c1 | -3 | x
Cn1c(SCc2cccc(F)c2)nnc1-c1cnccn1 | x | -3.0%
COc1cccc(OCc2nnc(SCC(=O)OC3CCCCC3)n2C)c1 | -8 | 4.5%
c1ccc(C(Cc2nc(-c3ccccn3)no2)c2ccccc2)cc1 | x | 0.1%
S=C(Nc1ccc(Cl)c(Cl)c1)N1CCOCC1 | x | -5.1%
Cc1nc(Sc2nnnn2-c2ccccc2)c(C#N)c(C)c1C | 12 | 1.7%
O=C(CCN1C(=O)C2CC=C(Cl)CC2C1=O)NCc1ccco1 (stereo not drawn) | x | 0.2%
Clc1ccc(CSc2ncccn2)cc1 | -6 | -3.9%
COc1ccccc1-c1noc(-c2ccccc2C(=O)Nc2ccccc2)n1 | 33 | 8.0%
COc1ccccc1NC(=O)CS(=O)(=O)c1cn(CC(=O)N2CCOCC2)c2ccccc12 | 25 | 4.4%
C=CCCCCCCCCC(=O)NNC1=CC(=O)CC(C)(C)C1 | 5 | -1.7%
Cn1nnc(NC(=S)NC(=O)Cc2ccccc2)n1 | 4 | 3.1%
C=C(C)CN=c1scc(C)n1/N=C/c1ccco1 | -7 | -2.2%
O=C(CN(C(=O)CNS(=O)(=O)c1ccccc1)C1CCCC1)NCc1ccco1 | x | -3.1%
COc1ccc(-c2cc(C(F)(F)F)c3c(=O)n(-c4ccccc4)[nH]c3n2)cc1 | -13 | 11%
O=c1c2ccccc2oc2cc(-c3ccc4[nH]ccc4c3)ccc12 | x | -5.7%

This is a subset, so the mix of outcomes need not match the whole.
